Source: PubChem BioAssay
Myeloid diff 2 = compounds promoting myeloid differentiation; calls only at 10 µM; 360,000 compounds, 1% hits; ER-HoxA9 myeloid progenitors, lysozyme-GFP differentiation, flow cytometry; AID 624256;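 active = normalized GFP-positive differentiation at or above the plate's own cutoff, the solvent-only control mean plus 3 SD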;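 note: cells exposed to compound for four days before flow analysis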
Myeloid diff 2 GFP+ MAC1+ % = also measured in Myeloid diff 2; calls as there; GFP+ MAC1+ double positive, %; measured here: differentiation confirmed by MAC1 staining
* = called active by the depositor; i = inactive; + = active, no number; & = joins results of further samples. The list is partial; count on the stated rates, not on these rows.

SMILES	Myeloid diff 2	Myeloid diff 2 GFP+ MAC1+ %
CSCC[C@H](NC(=O)Cc1c(C)c2cc3c(C)c(C)oc3cc2oc1=O)C(=O)N[C@@H](C(=O)O)c1ccccc1	i	1.9
O=C(Nc1cc(Cl)cc(Cl)c1)N[C@@H]1CC[C@@H](CCNS(=O)(=O)c2cccc(F)c2)O[C@@H]1CO	i	0.2
O=C(c1ccc(Cl)c(Cl)c1)N1CCC(=O)N([C@H](COCc2ccccc2)Cc2ccccc2)CC1	i	0.9
COc1cccc(CNc2nc3cc(-c4ccccc4)sc3c(=O)n2C)c1	i	1.5
Cn1nc(C(C)(C)C)cc1C(=O)N1CCCCC1c1cc(C(=O)Nc2ccccc2Cl)no1 (stereo unspecified)	i	1.4
COc1cc(NC(=O)C2(C)CCN2C(=O)C(C)C)cc(OC)c1OC (stereo unspecified)	i	1.4
COc1cc(CN2C[C@@H](CO)O[C@@H](n3cnc4c(NCc5ccncc5)ncnc43)C2)cc(OC)c1OC	i	1.6
CCCc1c(-c2cccc(Br)c2)ncn1Cc1ccccc1OC	i	1.0
COc1cc(-c2coc3c(C(=O)NCc4ccccc4)cccc23)ccc1O	i	0.9
O=C(NC(c1ccc(-c2ccccc2)cc1)c1cnccn1)C1CCN(Cc2cccs2)CC1 (stereo unspecified)	i	0.7
Cc1ccc2ccccc2c1C(O)c1ncc(-c2ccc(C(F)(F)F)cc2)[nH]1 (stereo unspecified)	i	0.7
COc1cc(CN2C[C@@H](CO)O[C@@H](n3cnc4c(N(C)C(C)C)ncnc43)C2)cc(OC)c1OC	i	2.3
CC(=O)Nc1ccc(CN2C(=O)C(CCc3ccccc3)ON=C2c2cnccn2)cc1 (stereo unspecified)	i	3.4
CC(=O)c1ccc(OCc2c(-c3ccccc3)nnn2CC(=O)NS(=O)(=O)c2ccccc2C)cc1	i	2.4
O=C(/C=C1\OCc2ccccc21)c1ccccc1	i	2.6
C[C@H]1COc2cccc(N3CCC[C@H]3CO)c2S(=O)(=O)N1	i	2.1
O=C(Cc1ccccc1)NC1CCCCC1	i	4.8
O=C1NC[C@@H](CCCCN2C[C@H](Cc3ccccc3)N(Cc3ccccc3)C(=O)C2=O)N(CCc2ccccc2)C1=O	i	0.9
OC[C@@H]1CN(Cc2ccccc2)C[C@H](n2cnc3c(N4CCN(c5ccccc5)CC4)ncnc32)O1	i	0.2
Cc1c(C(=O)NCc2ccccn2)sc(=O)n1Cc1ccc(-c2ccccc2)cc1	i	4.1
CC(C)(C)c1nnc(NS(=O)(=O)c2ccc(F)cc2)s1	i	0.5
CC(=O)NC(c1ccccc1)c1nc(-c2cccc(C(F)(F)F)c2)cs1 (stereo unspecified)	i	1.0
Cc1noc(C)c1S(=O)(=O)NC(=O)C1(C)CCN1C(=O)c1ccccc1CCc1ccccc1 (stereo unspecified)	i	1.5
CCCCC[C@H](C)N1C[C@@H](COCc2ccccc2)Oc2cc(N3CCC[C@@H]3COC)ccc2S1(=O)=O	i	0.9
Cc1c(C(=O)NCc2cccc(C(F)(F)F)c2)sc(=O)n1Cc1ccccc1F	i	3.7
CCOC(=O)c1cccc(OS(=O)(=O)Cc2ccccc2)c1	i	0.6
O=S1(=O)N[C@H](Cc2ccccc2)COc2cccc(N3CCN(Cc4ccccc4F)CC3)c21	i	0.6
COC(=O)[C@@]12C[C@@H](CC(=O)N3CCN(C(=O)C4CC4)CC3)C(=O)N(Cc3cccc4ccccc34)C1=CCC(C)(C)C2	i	1.9
Cc1ccc(F)c(S(=O)(=O)NC(=O)C2(C)CCN2C(=O)C2(c3ccc(Cl)cc3)CC2)c1 (stereo unspecified)	i	2.2
CC1(C(=O)NCc2ccc3c(c2)OCO3)CCN1C(=O)CC1CCCC1 (stereo unspecified)	i	0.8

Record cards, as listed above. Screens in order: Myeloid diff 2 | Myeloid diff 2 GFP+ MAC1+ %
CC(=O)Nc1ccc(CN2C(=O)C(CCc3ccccc3)ON=C2c2cnccn2)cc1 (stereo unspecified) reads i | 3.4
O=C(/C=C1\OCc2ccccc21)c1ccccc1 reads i | 2.6

The listing continues.
SMILES	Myeloid diff 2	Myeloid diff 2 GFP+ MAC1+ %
CN(CCO)c1ccc2c(c1)OC[C@@H](Cc1ccccc1)NS2(=O)=O	i	0.7
O=S1(=O)C[C@@H](N2CCN(CCO)CC2)[C@H](COCc2ccccc2)N1	i	0.9
NC(c1ccccc1)c1csc(NC(=O)NCCc2ccccc2)n1 (stereo unspecified)	i	1.0
COCOc1ccc(-c2ncc(OC)nc2NC(=O)c2cc(C)oc2C)cc1	i	0.8
COc1cc(NC(=O)C2(C)CCN2C(C)C)cc(OC)c1OC (stereo unspecified)	i	1.0
CC1OC(C(C)(C)C)CC2=C1C(=O)OC(C)(C)O2 (stereo unspecified)	i	2.0
CCN(C)C1CN(Cc2cn(Cc3ccc(Cl)cc3)nn2)S(=O)(=O)C1 (stereo unspecified)	i	0.5
COc1ccc(S(=O)(=O)NC(=O)C2(C)CCN2C(=O)COc2ccc(Cl)cc2)cc1OC (stereo unspecified)	i	0.6
CCc1nc2ccc(C(=O)Nc3cccc(OC)c3)cn2c1N(CC)Cc1cccc(Br)c1	i	1.0
Cc1cc(Br)cn2c(Cc3ccccc3)c(-c3ccc(Cl)cc3)nc12	i	2.3
CC(=O)C1=CCC(c2ccc(Br)cc2)N(S(=O)(=O)c2ccc(C)cc2)C1 (stereo unspecified)	i	1.7
COc1cccc(CNc2nc3cc(-c4cccc(C(F)(F)F)c4)sc3c(=O)n2C)c1	i	0.6
Cc1ccc(S(=O)(=O)N2C[C@H]3[C@H]4C(=O)N(C5CCCCC5)C(=O)[C@H]4CC(=O)[C@H]3[C@@H]2c2ccccc2F)cc1	i	1.4
CNc1ncnc2c1ncn2[C@H]1CN(CCc2ccccc2)C[C@@H](CO)O1	i	1.1
CCc1nc2ccc(C(=O)Nc3ccc4c(c3)OCC(=O)N4)cn2c1N(CC)CCOC	i	0.8
OC[C@@H]1CN(Cc2ccccc2)C[C@H](n2ccc3c(N4CCCC4)ncnc32)O1	i	1.4
O=C(Nc1cc(Cl)ncn1)c1ccccc1	i	1.0
COc1ccc(C(C)(O)c2nc(-c3ccc(OC)nc3)cs2)cc1 (stereo unspecified)	i	0.8
Nc1ccccc1C(=O)NN=Cc1cccc([N+](=O)[O-])c1	i	0.0
COC(=O)c1csc(-c2ccc(CO)o2)n1	i	1.2
CC(C)C[C@H](NC(=O)/C=C/[C@H]1O[C@@H](n2ccc(=O)[nH]c2=O)[C@H](O)[C@@H]1O)C(=O)O	i	0.9
Cc1nc2ccc(S(=O)(=O)CCC(=O)NCCc3ccccc3)cc2s1	i	5.9
COC(=O)C1=CN(c2ccc(N3CCOCC3)cc2)C(N)=C(C#N)C1c1cccc(OC)c1OC (stereo unspecified)	i	2.3
Brc1ccc(C2Nc3cccc4cccc(c34)N2)cc1	+	0.3*
CCCNC(=O)C1(C)CCN(C(=O)c2ccc(OC(F)F)cc2)C1 (stereo unspecified)	i	0.6
NC(Cc1ccc(Cl)cc1)c1csc(NC(=O)Nc2ccccc2)n1 (stereo unspecified)	i	0.3
O=C(NCc1ccco1)c1cccc(-c2cncc3nccn23)c1	i	1.2
NC(c1csc(Nc2nncc3ccccc23)n1)c1ccccc1Cl (stereo unspecified)	i	1.9
CC(C)(C)c1ccc(C(=O)N2CCC2(C)C(=O)Nc2cnc3ccccc3c2)cc1 (stereo unspecified)	i	1.2
CCCCN1C(=O)C(CC(=O)NC2CCCCC2)CC(C(=O)N2CCCCCC2)=C1C (stereo unspecified)	i	0.4
COc1ccccc1N(C)c1cc2c(c3c1ccn3C)C1CCC2C1 (stereo unspecified)	i	0.5
CCCNC(=O)C1(C)CCN(Cc2ccc3ccccc3c2Br)C1 (stereo unspecified)	i	1.1
COc1ccc(C(=O)CC(=O)c2ccc(F)cc2)cc1	i	0.3
CC(C)c1ccc(NC(=O)C2Cc3c(-c4cccc(F)c4)ccnc3O2)cc1 (stereo unspecified)	i	0.7
CCc1nc2ccc(C(=O)Nc3ccc(OC)c(OC)c3)cn2c1N(C)Cc1ccc(N(C)C)cc1	i	0.7
Cc1c(C(=O)NCc2ccccc2C(F)(F)F)sc(=O)n1Cc1ccccc1C#N	i	4.2
CCCCNC(=O)c1ccc2nc(CC)c(N(CC)CCOC)n2c1	i	1.7
CC(C)c1ccc(NC(=O)C2(C)Cc3c(-c4ccc5c(c4)OCO5)ccnc3O2)cc1 (stereo unspecified)	i	0.3
COC(=O)[C@]12CCCCC=C1N(CCC1=CCCCC1)C(=O)[C@H](CC(=O)NCc1ccccc1)C2	i	1.4
O=C1c2ccccc2C(c2nnnn2Cc2ccccc2)N1Cc1cccc(F)c1 (stereo unspecified)	i	0.5&1.2
CCNC(=O)C1CCCN(C(=O)c2cccc(Cl)c2)CC1 (stereo unspecified)	i	0.8
COc1cccc(C(C)(O)c2nc(-c3ccc(Cl)cc3)cs2)c1 (stereo unspecified)	i	1.5
CC(C)(C)NC(=O)C(c1cccc2ccccc12)n1c(=O)c(-c2cc3ccccc3[nH]2)nc2ccccc21 (stereo unspecified)	i	2.9
CN(C)C(=O)c1cc2c(c(-c3cccc(C4=CCCCC4)c3)n1)[C@@H](CCO)N(S(=O)C(C)(C)C)C2 (stereo partly specified)	i	1.4
CC1(C(=O)NCc2ccccc2)CSCC(=O)N1Cc1cccc(F)c1 (stereo unspecified)	i	2.1
CCOc1ccc(NC(=O)C2CCCN(S(=O)(=O)c3ccc4c(c3)C(C)(C)C(=O)N4C)C2)cc1 (stereo unspecified)	i	2.8
COc1cc(OC)nc(C(NC(=O)C2CCN(Cc3ccc(N(C)C)cc3)CC2)c2ccc(F)cc2)n1 (stereo unspecified)	i	0.6
COc1ccc(NCC(=O)NN=C2CCS(=O)(=O)c3ccc(F)cc32)cc1	i	2.4
CSCCC(C(=O)NC1CCCC1)n1c(C2CC2)nc2ccccc21 (stereo unspecified)	i	2.7
COc1cc(CN2C[C@@H](CO)O[C@@H](n3cnc4c(NCCCO)ncnc43)C2)cc(OC)c1OC	i	1.4
CCCCn1nnnc1C(c1cc2ccccc2o1)N(CCC#N)Cc1ccccc1 (stereo unspecified)	i	1.8
COC(=O)/C=C1\OC(C2CC2)c2ccccc21 (stereo unspecified)	i	2.2
COc1cc(NC(=O)[C@@H]2O[C@H](CO)[C@@H](O)[C@H]2O)cc(OC)c1OC	i	0.8
COc1ccc(Cl)cc1-c1cc(C(=O)NCc2ccc(C(F)(F)F)cc2)[nH]n1	i	1.3
CCCNC(=O)C1(C)CCN(C(=O)Cc2ccc(OC)c(OC)c2)C1 (stereo unspecified)	i	0.7
CCCC(=O)N1CCCC1(C)C(=O)Nc1cc(OC)ccc1OC (stereo unspecified)	i	1.1
COc1ccc(Cc2c(-c3ccc(C)cc3)nc3ccc(Cl)cn23)c(C)c1	i	1.4
CCOC(=O)C(=O)N(C)c1c(CC)nc2c(OCc3ccc(OC)cc3)cccn12	i	0.7
CCOC(=O)[C@]12CCCC=C1N(Cc1ccc3c(c1)OCO3)C(=O)[C@H](CC(=O)NCc1cccs1)C2	i	0.7
CC(=O)C[C@@H]1OC2CCCCC2N1S(=O)(=O)c1ccc(C)cc1 (stereo partly specified)	i	1.4

More results:
SMILES	Myeloid diff 2	Myeloid diff 2 GFP+ MAC1+ %
O=C(N[C@H]1CC[C@H](CC(=O)N2CCCCC2)O[C@@H]1CO)c1cccc(F)c1	i	1.6
C[C@@H]1CN([C@H](C)CO)C(=O)CCCn2cc(nn2)CO[C@H]1CN(C)C(=O)c1ccc(N2CCN(C)CC2)cc1	i	0.3
CCOC(=O)C1CCCN(C(=O)c2cccnc2Oc2ccccc2)CC1 (stereo unspecified)	i	2.5
OC[C@H]1O[C@@H](c2nc3ccc(-c4nc(-c5cccs5)no4)cc3[nH]2)C[C@@H]1O	i	0.8
COc1cc(Cn2c3ccc(NC(=O)CCc4ccc(O)cc4)cc3c(=O)n2C)ccc1F	i	1.1
NN=C(c1ccccc1)c1ccccc1	i	0.4
CC(c1nc2ccccc2[nH]1)n1c(=O)c(-c2cccs2)nc2ccccc21 (stereo unspecified)	i	1.9
CCCCNC(=O)C1C(c2ccc(OC)cc2)=Nc2ccccc2N1C(=O)Cc1cc(OC)cc(OC)c1 (stereo unspecified)	i	3.7
Cc1ccccc1S(=O)(=O)NC(=O)C1(C)CCN1C(=O)Cc1ccc(Cl)cc1Cl (stereo unspecified)	i	0.9
CN(C)C1CN(Cc2cn(Cc3ccc(Cl)cc3)nn2)S(=O)(=O)C1 (stereo unspecified)	i	1.0
COc1ccc(CCCNC(=O)C2Cc3c(-c4cccc(C(N)=O)c4)ccnc3O2)cc1 (stereo unspecified)	i	0.5

Structural class: the compounds so far containing an NH in an aromatic ring (6)
SMILES	Myeloid diff 2	Myeloid diff 2 GFP+ MAC1+ %
Cc1ccc2ccccc2c1C(O)c1ncc(-c2ccc(C(F)(F)F)cc2)[nH]1 (stereo unspecified)	i	0.7
CC(C)C[C@H](NC(=O)/C=C/[C@H]1O[C@@H](n2ccc(=O)[nH]c2=O)[C@H](O)[C@@H]1O)C(=O)O	i	0.9
CC(C)(C)NC(=O)C(c1cccc2ccccc12)n1c(=O)c(-c2cc3ccccc3[nH]2)nc2ccccc21 (stereo unspecified)	i	2.9
COc1ccc(Cl)cc1-c1cc(C(=O)NCc2ccc(C(F)(F)F)cc2)[nH]n1	i	1.3
OC[C@H]1O[C@@H](c2nc3ccc(-c4nc(-c5cccs5)no4)cc3[nH]2)C[C@@H]1O	i	0.8
CC(c1nc2ccccc2[nH]1)n1c(=O)c(-c2cccs2)nc2ccccc21 (stereo unspecified)	i	1.9
